Screening data from PubChem BioAssay.
ROC1-CUL1 inh: inhibitors of human ROC1-CUL1 ubiquitin ligase activity; E3 ubiquitin-protein ligase RBX1 (Homo sapiens) + Cullin-1 (Homo sapiens), P62877+Q13616; in vitro K48 di-Ub FRET, acceptor:donor ratio, 45 min; inhibition, % at 10 µM; hit rate 0.6% among 140,000; AID 1347404, 2020; in the data active means inhibition above about 25%
Target sequence (P62877 whole entry, looked up): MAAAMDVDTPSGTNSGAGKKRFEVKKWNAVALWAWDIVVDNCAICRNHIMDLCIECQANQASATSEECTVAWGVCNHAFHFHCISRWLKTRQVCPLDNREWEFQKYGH
Target sequence (Q13616 whole entry, looked up): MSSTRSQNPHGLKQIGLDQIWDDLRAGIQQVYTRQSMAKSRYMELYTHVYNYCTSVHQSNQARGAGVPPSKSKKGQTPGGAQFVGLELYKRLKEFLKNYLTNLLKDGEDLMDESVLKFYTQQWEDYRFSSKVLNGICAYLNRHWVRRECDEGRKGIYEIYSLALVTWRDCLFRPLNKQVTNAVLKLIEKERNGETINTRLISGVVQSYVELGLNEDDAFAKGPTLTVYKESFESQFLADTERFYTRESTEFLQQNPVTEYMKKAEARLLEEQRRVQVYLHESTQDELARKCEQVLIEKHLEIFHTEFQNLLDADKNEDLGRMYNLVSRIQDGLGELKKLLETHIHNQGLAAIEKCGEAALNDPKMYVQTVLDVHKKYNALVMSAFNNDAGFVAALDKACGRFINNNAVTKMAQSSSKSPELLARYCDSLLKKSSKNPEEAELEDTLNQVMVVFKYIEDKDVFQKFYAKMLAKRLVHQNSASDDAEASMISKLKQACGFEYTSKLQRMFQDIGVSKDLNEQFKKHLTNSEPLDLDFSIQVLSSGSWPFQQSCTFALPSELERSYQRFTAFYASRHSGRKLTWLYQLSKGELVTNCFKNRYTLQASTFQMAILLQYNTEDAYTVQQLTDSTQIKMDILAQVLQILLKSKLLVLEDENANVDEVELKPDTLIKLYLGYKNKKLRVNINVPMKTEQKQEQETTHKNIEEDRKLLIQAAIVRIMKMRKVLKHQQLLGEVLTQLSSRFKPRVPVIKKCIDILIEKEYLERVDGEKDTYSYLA
The depositor's hits bear a star. Some of the compounds tested; the hit share may differ from the screen's.

SMILES	ROC1-CUL1 inh
CCOc1ccc(-n2nc3cc(C)c(NC(=O)c4cc(OCC)c(OCC)c(OCC)c4)cc3n2)cc1	9
CCCCOc1ccc(NC(=O)CSc2nnc(-c3ccc(Cl)cc3Cl)n2N)cc1	3
CCO[C@H]1[C@H](NC(=O)c2ccco2)c2ccccc2C12CCN(C(=O)c1cn3c(C)cccc3n1)CC2	3
CCC(C)NC(=O)CN(c1ccc(Oc2ccccc2)cc1)S(C)(=O)=O (configuration not stated)	1
CCn1cc2c(n1)-c1c(oc(C(=O)Nc3cccc(C)c3C)c1C)CC2	1
CCN(CC)C(=O)C(C)Sc1cc(C)c2ccccc2n1 (configuration not stated)	-1
O=C1C2C(C(=O)N1c1ccccc1)N1C(c3ccco3)C3C(=O)N(c4ccccc4)C(=O)C3N1C2c1ccco1 (configuration not stated)	-10
Cc1ccc(CN(Cc2cccn2-c2nnc(N3CCCC3=O)s2)C(=O)Nc2ccccc2Cl)cc1	-5
O=S(=O)(c1cccc2ccccc12)N1CCN(c2ccc(Cl)c(Cl)c2)CC1	-4
COCc1ccc(C(=O)N2CCCC(CCc3ccc(F)c(F)c3)C2)o1 (configuration not stated)	4
Cc1ccc(C(=O)C(C)Oc2cccc(NC(=O)c3cccs3)c2)cc1 (configuration not stated)	-4
O=C1C(=O)N(c2ncccn2)C(c2ccccc2F)C1C(=O)c1ccc(F)cc1 (configuration not stated)	9
CCC(=O)Nc1ccc2nc3c(=O)n(C)c(=O)n(C)c3nc2c1	-2
O=C(c1cc([N+](=O)[O-])ccc1Cl)N(Cc1ccccc1)Cc1ccccc1	-3
c1ccc(-c2noc3c2CN(C2CCCC2)CC3)cc1	3
O=C(NCC(c1ccccn1)N1CCOCC1)c1cn(Cc2ccc(Cl)cc2)nn1 (configuration not stated)	-4
C/C(=C/C(=O)NCc1ccc(Cl)cc1)C(=O)O	6
O=C(NC(NC(=O)c1ccccc1)c1ccc([N+](=O)[O-])cc1)c1ccccc1	2
O=c1[nH]cnc2ccccc12	-3
O=C(Cc1cccc2ccccc12)Oc1ccc(Cl)cc1	2

An excerpt of these results, with the structure last:
ROC1-CUL1 inh	compound
-2	CCC(=O)Nc1ccc2nc3c(=O)n(C)c(=O)n(C)c3nc2c1
-3	O=C(c1cc([N+](=O)[O-])ccc1Cl)N(Cc1ccccc1)Cc1ccccc1
3	c1ccc(-c2noc3c2CN(C2CCCC2)CC3)cc1
-4	O=C(NCC(c1ccccn1)N1CCOCC1)c1cn(Cc2ccc(Cl)cc2)nn1 (configuration not stated)
6	C/C(=C/C(=O)NCc1ccc(Cl)cc1)C(=O)O

Some of these compounds in order of the ROC1-CUL1 inh value, rising:
structure | ROC1-CUL1 inh
O=C1C2C(C(=O)N1c1ccccc1)N1C(c3ccco3)C3C(=O)N(c4ccccc4)C(=O)C3N1C2c1ccco1 (configuration not stated) | -10
Cc1ccc(CN(Cc2cccn2-c2nnc(N3CCCC3=O)s2)C(=O)Nc2ccccc2Cl)cc1 | -5
CCN(CC)C(=O)C(C)Sc1cc(C)c2ccccc2n1 (configuration not stated) | -1
CCn1cc2c(n1)-c1c(oc(C(=O)Nc3cccc(C)c3C)c1C)CC2 | 1
O=C(Cc1cccc2ccccc12)Oc1ccc(Cl)cc1 | 2
CCOc1ccc(-n2nc3cc(C)c(NC(=O)c4cc(OCC)c(OCC)c(OCC)c4)cc3n2)cc1 | 9

Additional compounds
SMILES	ROC1-CUL1 inh
CCC(=O)NC(=S)Nc1ccccc1C(=O)NC1CCCCC1	-1
Cc1cccc(Cn2cc(S(=O)(=O)c3cccc(Cl)c3)c(=O)c3cc(F)c(N4CCOCC4)cc32)c1	2
COc1ccc(-c2cn3c(n2)sc2cc(C(=O)NCCCN4CCCCCC4)ccc23)cc1	-63
CC(C)Cn1c(=O)c2ccccc2n2c(CCC(=O)Nc3ccc(F)c(F)c3)nnc12	-3
O=C(NNC(=O)c1ccco1)c1cc2nc(-c3cccs3)cc(C(F)(F)F)n2n1	-5
CCCCOc1ccc(Cc2n[nH]c(=S)n2C)cc1	7
Nc1c2c(nc3sc4c(c13)CCCCC4)CCCCC2	-13
C#CCN(CC=C)C(=O)C1CCCN(C2CCN(C(=O)C3CC3)CC2)C1 (configuration not stated)	7
COc1ccc(CC2(CCC(=O)N3CCCC(c4ccccc4)C3)CCC(=O)N2)c2ccccc12 (configuration not stated)	5
Cc1[nH]nc2c1C(c1ccc([N+](=O)[O-])s1)C(C#N)C(=N)O2 (configuration not stated)	2
Cc1ccc(CN(C)C(=O)CC2(c3cccc(C(F)(F)F)c3)CC(=O)N(C3CC3)C2=O)cc1 (configuration not stated)	3
COc1cc(NC(=O)CSc2cc(=O)n(C)c3ccccc23)cc(OC)c1OC	-2
COc1ccc(C(=O)N2CC(=O)Nc3ccc(C)cc3C2c2ccccc2)c(OC)c1 (configuration not stated)	0
Cc1ccc(-n2c(SCC(=O)Nc3cccc(Cl)c3)nc3n[nH]c(C)c3c2=N)cc1	7
CC1CCN(CCNC(=O)c2ccc(Cn3c(SCc4ccccc4)nc4cccnc43)cc2)CC1	1
COc1ccc(Cl)cc1NC(=O)c1ccc2nc(Cc3ccccc3)oc2c1	-3
Cc1c(CC(=O)NC(C)(C)C)c2c(n1Cc1ccc(F)cc1)CCCC2=O	1
O=C(CSc1nc2sc3c(c2c(=O)n1-c1ccccc1)CCCC3)c1ccc(OC(F)F)cc1	-1
Cc1ccc2[nH]c3c(=O)n(CC(=O)NCc4ccco4)ncc3c2c1	-3
O=C(CSC1CC(=O)N(c2ccc(OC(F)(F)Cl)cc2)C1=O)Nc1ccc(Cl)cc1 (configuration not stated)	-8
Cc1nc(-c2ccccc2)nc2c1CC(CSC#N)O2 (configuration not stated)	2
COc1ccc(-n2cc(C(=O)NCCc3ccc(C)cc3)c3ccccc3c2=O)cc1	8
Cc1cc(OCC(=O)Nc2cc([N+](=O)[O-])ccc2F)ccc1Br	5
CCOC(=O)c1ccc(NC(=O)Cn2nnc(-c3ccc(C(F)(F)F)cc3)n2)cc1	4
Cc1cccc(NC(=O)C2CCC(=O)N2)c1 (configuration not stated)	11
COc1ccccc1-c1noc(-c2ccc(NCc3ccccc3)c([N+](=O)[O-])c2)n1	1
Cc1ccc(Cl)cc1NC(=O)c1c(C)noc1C	2
c1ccc(-n2nnnc2SCc2cccc(CSc3nnnn3-c3ccccc3)n2)cc1	8
CC(C)CC(C)NC(=O)c1ccc(C(C)(C)C)cc1 (configuration not stated)	5
COc1cc(OC)c(C2CC(=O)NC3=C2C(=O)CCC3)cc1OC (configuration not stated)	-2
Oc1cccc(Nc2nc(N3CCCCC3)c3ccccc3n2)c1	4
COc1ccc(C2CC(=O)N=C3C2C(=O)Nc2nc4ccccc4n23)cc1OC (configuration not stated)	-12
CCN(CC)S(=O)(=O)c1ccc(NC(=O)CCc2ccccc2)cc1	6
COc1ccc(C2=Cc3cc(OC)c(OC)cc3C(N3CCCCC3)O2)cc1OC (configuration not stated)	3
Cc1c(/C=C/C(=O)c2ccccc2)cnn1C	-11
Oc1ccc(CNc2ccccc2Br)c2cccnc12	8
COc1ccc(CNC(=O)c2cnn(-c3nccc(-c4ccccc4OC)n3)c2C2CC2)c(OC)c1	-9
CCn1c(CNC(=O)c2ccc(Cl)cc2)n[nH]c1=S	-1
O=C(NCc1ccc2c(c1)OCO2)C(Sc1ccccc1)c1ccccc1 (configuration not stated)	-2
COc1ccc2ccccc2c1CNC(C)C	2
Clc1ccc(Nc2c(-c3cccs3)nc3ccc(Cl)cn23)cc1	-6
CCOC(=O)CNC(=O)CC(c1cc(OC)c(OC)c(OC)c1)N1Cc2ccccc2C1=O (configuration not stated)	-6
CCOc1ccc(NC(=S)NCCCO)cc1	8
Cc1ccc(/C=C/c2onc(C)c2S(=O)(=O)N2CCC(C(=O)N3CC(C)Oc4ccccc43)CC2)cc1 (configuration not stated)	7
COc1ccccc1CN1CC(C(=O)NCc2cn3cc(C)ccc3n2)CCC1=O (configuration not stated)	-7
CC(C)CC(=O)Nc1ccnn1C1CCN(C(=O)C2CC23CCCC3)CC1 (configuration not stated)	8
CC(NC(=O)c1ccc(C(C)(C)C)cc1)c1ccccc1 (configuration not stated)	3
CN(C)c1nc(-c2cccc(-c3ccn(Cc4nccs4)n3)c2)ncc1F	3
Cc1c(C(=O)O)cccc1-c1ccc(/C=C2/SC(=O)N(Cc3cc4c(cc3Cl)OCO4)C2=O)o1	6
CCCOC(=O)c1c(NC(=O)c2ccc([N+](=O)[O-])cc2)sc(C)c1-c1ccc(C(C)CC)cc1 (configuration not stated)	-4
CCn1cc(C(=O)N2CCN(c3cc(C)ccc3C)CC2)c(=O)c2cc(S(=O)(=O)N3CCCCC3)ccc21	-4
CC(=O)Nc1c(Br)ccc2ccccc12	-4
O=C(C1CCC(=O)N(C2CC2)C1)N1CCCCCCC1 (configuration not stated)	-12
CCOC(=O)C1=C(C)N=c2s/c(=C/c3cc(Br)cc(I)c3O)c(=O)n2C1c1ccc(N(C)C)cc1 (configuration not stated)	8
COc1ccc(C2Nc3ccccc3C(=O)N2Cc2ccco2)cc1COc1ccc(NC(C)=O)cc1 (configuration not stated)	4
COc1ccc(NC(=O)CC2Oc3ccc(C)cc3NC2=O)cc1Cl (configuration not stated)	-6
Cc1nc(Cl)sc1C(=O)Nc1ccc(I)cc1	0
CSc1nn(Cc2ccccc2C)c(NC(C)=O)c1S(=O)(=O)c1ccc(C)cc1	6
CCOc1cc(/C=C2/C(=O)NN(c3cccc(C(F)(F)F)c3)C2=O)ccc1OCc1cccs1	15
COc1ccc(NC(=O)CC2C(=O)N(c3cccc(OC)c3)C(=O)N2CCC2=CCCCC2)cc1 (configuration not stated)	-7

Continued, overlapping the part above by four compounds.
SMILES	ROC1-CUL1 inh
Cc1nc(Cl)sc1C(=O)Nc1ccc(I)cc1	0
CSc1nn(Cc2ccccc2C)c(NC(C)=O)c1S(=O)(=O)c1ccc(C)cc1	6
CCOc1cc(/C=C2/C(=O)NN(c3cccc(C(F)(F)F)c3)C2=O)ccc1OCc1cccs1	15
COc1ccc(NC(=O)CC2C(=O)N(c3cccc(OC)c3)C(=O)N2CCC2=CCCCC2)cc1 (configuration not stated)	-7
CCn1cc2nc(SCC(=O)Nc3cc(OC)cc(OC)c3)n(Cc3ccc(Cl)cc3)c(=O)c2n1	4
CC(C)CCNC(=O)Nc1ccc2c(c1)N(C)C(=O)c1ccccc1S2	-3
O=C(c1sc(N2CCCCC2)nc1-c1ccccc1)c1c[nH]c2ccccc12	2
C/C(=N\NC(=O)c1c(Cl)c(C)nn1C)c1cccc(NC(=O)CCCOc2ccc(Cl)cc2Cl)c1	1
C=CCNC(=O)c1ccc(C)c(NS(C)(=O)=O)c1	-1
O=C(Nc1ccccc1C(=O)OCc1cc(=O)n2c3c(sc2n1)CCCC3)c1ccc(F)cc1	4
Nn1c(SCC(=O)Nc2ccccc2)nnc1-c1ccc(Cl)c(Cl)c1	-8
Cc1ccc(NC(=O)N(Cc2c[nH]c3ccccc23)C2CCCCCC2)cc1C	6
CCOc1cc(-c2cc(N)no2)cc(OCC)c1OCC	14
O=C1N=C(Cc2ccc(-c3ccc(Cl)c(Cl)c3)o2)C(=O)N1Cc1ccccc1	-8
O=C(CCc1cn[nH]c1)N1CCC(C2CCN(c3ncccn3)CC2)C1 (configuration not stated)	3
COc1ccc(NC(=S)NC(=O)c2ccccc2)cc1	1
CCOC(=O)C1=C(C)N(c2ccc(OC)cc2)C(=O)CC1=O	-10
O=C(CN1C2=NCCN2c2ccccc21)c1ccc(Br)s1	16
CC1CC(C)CN(CC(O)COC2CCCC2C)C1 (configuration not stated)	6
Cc1ccc(C2CCN(C(=O)c3cnn(-c4ccc(C)cc4)c3C3CCN(C(=O)OC(C)(C)C)CC3)C2)cc1 (configuration not stated)	-5
CCOC(=O)c1c(C)c(C(=O)NCc2ccc(Cl)cc2)c(C)n1CC	2
Cc1noc(C)c1C(=O)Nc1ccccc1C(N)=O	0
CCCCNNc1ccncc1S(N)(=O)=O	0
Cc1nc(N2CCCC(NCCC3=CC[C@H]4C[C@@H]3C4(C)C)CC2)nc2cc(S(C)(=O)=O)ccc12 (some centres not stated)	7
Cc1cccc(N2CCN(c3ncnc4onc(-c5ccc(F)cc5)c34)CC2C)c1 (configuration not stated)	-3
O=S(=O)(c1ccc(Cl)cc1)c1ccc(Br)cc1	-21
CN(c1ccccc1)S(=O)(=O)c1nnc(NC(=O)C2CCCCC2)s1	4
CC(NC(=O)c1ccccc1NC(=O)c1ccc(Br)cc1)c1ccccc1 (configuration not stated)	2
CC(C)[C@H]1COC(c2cc3ccc2CCc2ccc(cc2)CC3)=N1	-4
CCOc1cc(C=C2C(=O)N(CC)C(=S)N(CC)C2=O)ccc1OC(C)C	-2
O=C(N/N=C/c1ccccc1[N+](=O)[O-])C1C(c2ccccc2)C(C(=O)N/N=C/c2ccccc2[N+](=O)[O-])C1c1ccccc1 (configuration not stated)	3
CCOC(=O)C1=Nc2ccccc2C1=Cc1nc(-c2ccccc2)oc1O	2
Cc1ccc2onc(CNC(=O)NCc3cccc(Cl)c3)c2c1	4
Cc1cn2cc(CNc3ccc(-c4nc(C5CC5)no4)cn3)nc2s1	3
Cc1c(Cl)cccc1NC(=O)Cn1cnc(S(=O)(=O)N2CCCC2)c1	2
COc1cccc(/C=N/NC(=O)CSc2nnc(CNc3ccc(Cl)cc3)n2-c2ccccc2)c1	-5
OCC1OC(Sc2ccccc2)C(O)C(O)C1O (configuration not stated)	-7
CCOC(=O)c1ccc(N2C(=O)c3n[nH]c(-c4cccs4)c3C2c2ccc(OC)cc2OC)cc1 (configuration not stated)	-1
COC(c1ccccc1)c1nnc(CCC(=O)N2CCCCCCC2)o1 (configuration not stated)	-1
COc1cc(C2C(C(=O)c3ccc4c(c3)OCCO4)C(=O)C(=O)N2CCCN2CCOCC2)ccc1OCc1ccccc1 (configuration not stated)	0
CCOC(=O)C1=NNC2(c3ccc(Cl)cc3)C(=O)N(c3cc(C)cc(C)c3)C(=O)C12 (configuration not stated)	9
C=C(C)CN(CC)C(=O)C1CCCN(C2CCN(Cc3ccccc3)CC2)C1 (configuration not stated)	-1
